Screening results as filed in PubChem BioAssay.
DUSP3 inh = blocks the human dual specificity phosphatase VHR1 | 0.7% of 50,000 active | recombinant VHR phosphatase, colorimetric substrate read-out | inhibition, % at 20 µM | AID 1992 | P51452; in the data active means inhibition above about 60%; further: some results filed as inactive read as strong as hits
Target sequence (P51452 whole entry, looked up): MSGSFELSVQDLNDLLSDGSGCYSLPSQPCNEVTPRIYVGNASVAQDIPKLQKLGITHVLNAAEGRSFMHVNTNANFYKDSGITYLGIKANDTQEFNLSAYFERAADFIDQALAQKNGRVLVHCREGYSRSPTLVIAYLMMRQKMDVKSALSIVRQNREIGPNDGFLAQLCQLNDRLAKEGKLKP
* hit, by the source's call; & = joins results of further samples. An excerpt; count on the stated rates, not on these rows.

Cc1ccc(C(=O)Nc2ccccc2C(=O)N2CCC(Cc3ccccc3)CC2)cc1 was read as DUSP3 inh -9.
`CC12OC3(CCCCC3)C(C)(OC13CCCCC3)O2` gave DUSP3 inh -1.
O=C(COc1ccc(Cl)cc1)Nc1ccc(F)c([N+](=O)[O-])c1 was read as DUSP3 inh -13.
`CCNc1ccc(Br)cc1C(=O)c1ccccc1` gave DUSP3 inh -43.
For O=C(Nc1ccc(O)c(-c2nc3ccccc3s2)c1)c1cc2ccccc2o1 the results were DUSP3 inh -1.
CC(=O)N1CCN(c2ccc(NC(=O)c3cccc(Br)c3)cc2)CC1 was read as DUSP3 inh -24.
Screening COc1cc(F)ccc1S(=O)(=O)n1cnc2cc([N+](=O)[O-])ccc21 returned DUSP3 inh -33.
Screening CCc1ccc(N2C(=O)/C(=C/c3ccc(I)o3)C(=O)NC2=S)cc1 returned DUSP3 inh 42.
`CC(C)C(=O)O/N=C(\N)c1ccncc1` gave DUSP3 inh -1.
`CCCn1c(C)c(C(=O)OCC)c2cc(O)ccc21` gave DUSP3 inh -2.
COC(=O)c1c(NC(=O)c2cccc(F)c2)sc(C)c1C was read as DUSP3 inh 4.
For COc1ccc(N2C(=O)/C(=C\c3ccc(O)c([N+](=O)[O-])c3)SC2=S)cc1 the results were DUSP3 inh -11.
Screening CC(=O)Oc1ccc2occ(C(=O)c3ccc(C)cc3)c2c1 returned DUSP3 inh -12.
For C/C(CC(O)c1ccc2ccccc2n1)=N\O (centres undefined) the results were DUSP3 inh -19.
`CCC(C)C(=O)N1c2cc(C)ccc2-c2c(ssc2=S)C1(C)C` (centres undefined) gave DUSP3 inh 0.
Screening Cc1csc(NC(=O)c2c(O)c3ccccc3[nH]c2=O)n1 returned DUSP3 inh -4.
`CC1=N/C(=C/c2ccc(OCc3ccc(Cl)cc3)cc2)C(=O)O1` gave DUSP3 inh 0.
COc1ccc(C(=O)SC2=NCCS2)cc1 was read as DUSP3 inh -13.
For Cc1cc(C)nc(NS(=O)(=O)c2ccc(NC(=O)CSc3nc(C)cc(C)n3)cc2)n1 the results were DUSP3 inh -9.
`CCc1ccc(CN2CCN(C(=O)c3ccco3)CC2)cc1` gave DUSP3 inh 5.
For C=CCN1C(=O)/C(=C\c2ccc(-c3ccc(F)cc3)o2)C(=O)NC1=S the results were DUSP3 inh 24.
`COc1ccc(-c2cc(C(F)(F)F)n3nc(-c4ccccc4)cc3n2)cc1` gave DUSP3 inh 2.
`CCOC(=O)C1=C(C)N=c2s/c(=C\c3cc(OC)ccc3OC)c(=O)n2C1c1ccc(OC)c(OC)c1` (centres undefined) gave DUSP3 inh -14.
`Cc1ccc(C(=O)CCNc2ccc(F)cc2)o1` gave DUSP3 inh -6.
For Cc1ccc(-c2cc(C(F)(F)F)n3ncnc3n2)cc1 the results were DUSP3 inh -13.
Screening O=[N+]([O-])c1ccc(S(=O)(=O)N/N=C/c2ccc3c(c2)OCO3)cc1 returned DUSP3 inh -19.
`COc1ccccc1C1CC(=O)NC(SCc2ccccc2)=C1C#N` (centres undefined) gave DUSP3 inh 18.
Screening COc1cc(/C=C2\SC(=S)NC2=O)ccc1OCC(=O)O returned DUSP3 inh -26.
COc1ccc2ccccc2c1/C=C1\SC(=S)N(c2ccccc2)C1=O was read as DUSP3 inh -2.
For COc1cc(C(=O)N/N=C/c2ccsc2C)cc(OC)c1OC the results were DUSP3 inh -26.
Cc1ccccc1OCCSc1nc2ccccc2n1CCO was read as DUSP3 inh -27.
`CCOC(=O)c1c(C)[nH]c(/C=C(\C#N)C(=N)N2CCOCC2)c1O` gave DUSP3 inh -1.
For O=C1CC(c2ccccc2Cl)CC2=C1C(c1ccsc1)Nc1ccccc1N2 (centres undefined) the results were DUSP3 inh -7.
For Cc1ccc2c(c1)NC(C)(C)c1sn(-c3ccc(Cl)c(F)c3)c(=S)c1-2 the results were DUSP3 inh -26.
O=C(Nc1ccccc1C(=O)Nc1ccccn1)c1ccccc1Cl was read as DUSP3 inh -13.
For CC(=O)c1ccc(NC(=O)c2ccc(-c3cccc(Cl)c3)o2)cc1 the results were DUSP3 inh 5.
Screening O=C(/C=C/c1ccccc1)Nc1ccc2ccccc2n1 returned DUSP3 inh -11.
For CCOC(=O)C1=NNC(C(=O)c2ccccc2)C1c1cccc(Br)c1 (centres undefined) the results were DUSP3 inh 37.
Screening Cc1ccsc1-c1ncnn1-c1sc2c(c1C#N)CCCC2 returned DUSP3 inh -4.
O=S(=O)(NCc1ccncc1)c1ccc(F)cc1 was read as DUSP3 inh 7.
O=C1c2ccccc2C(=O)c2c([N+](=O)[O-])ccc(N3CCOCC3)c21 was read as DUSP3 inh -28.
Screening O=C(CC1Sc2ccc(C(F)(F)F)cc2NC1=O)Nc1cccc(Cl)c1 (centres undefined) returned DUSP3 inh 15.
`COc1cccc(-n2c(O)c(C=Nc3ccc4c(c3)OCO4)c(=O)[nH]c2=O)c1` gave DUSP3 inh 6.
For CCOc1cc(C2Nc3ccccc3C(=O)N2Cc2ccco2)ccc1O (centres undefined) the results were DUSP3 inh -18.
Screening Cc1c(C(=O)N2CCC(Cc3ccccc3)CC2)cccc1[N+](=O)[O-] returned DUSP3 inh 9.
CN1C(=O)NC(=O)/C(=C\c2ccc(Cl)cc2)C1=O was read as DUSP3 inh -6.
Screening O=C(O)c1ccc(Cl)c(-c2ccc(C=C3C(=O)c4ccccc4C3=O)o2)c1 returned DUSP3 inh 18.
O=[N+]([O-])c1ccc(-c2nc(-c3ccccc3)c(-c3cccs3)[nH]2)cc1 was read as DUSP3 inh 2.
Screening O=C(/C=C/c1cccc([N+](=O)[O-])c1)Nc1ccc(F)c(Cl)c1 returned DUSP3 inh 15.
For O=C1NN(c2ccccc2)C(=O)/C1=C/c1cccc(OCc2ccc(F)cc2)c1 the results were DUSP3 inh -18.

A run of entries from the list above:
Cc1ccc(C(=O)Nc2ccccc2C(=O)N2CCC(Cc3ccccc3)CC2)cc1 was read as DUSP3 inh -9.
`CC12OC3(CCCCC3)C(C)(OC13CCCCC3)O2` gave DUSP3 inh -1.
O=C(COc1ccc(Cl)cc1)Nc1ccc(F)c([N+](=O)[O-])c1 was read as DUSP3 inh -13.
`CCNc1ccc(Br)cc1C(=O)c1ccccc1` gave DUSP3 inh -43.
For O=C(Nc1ccc(O)c(-c2nc3ccccc3s2)c1)c1cc2ccccc2o1 the results were DUSP3 inh -1.
CC(=O)N1CCN(c2ccc(NC(=O)c3cccc(Br)c3)cc2)CC1 was read as DUSP3 inh -24.
Screening COc1cc(F)ccc1S(=O)(=O)n1cnc2cc([N+](=O)[O-])ccc21 returned DUSP3 inh -33.
Screening CCc1ccc(N2C(=O)/C(=C/c3ccc(I)o3)C(=O)NC2=S)cc1 returned DUSP3 inh 42.
`CC(C)C(=O)O/N=C(\N)c1ccncc1` gave DUSP3 inh -1.
`CCCn1c(C)c(C(=O)OCC)c2cc(O)ccc21` gave DUSP3 inh -2.
COC(=O)c1c(NC(=O)c2cccc(F)c2)sc(C)c1C was read as DUSP3 inh 4.
For COc1ccc(N2C(=O)/C(=C\c3ccc(O)c([N+](=O)[O-])c3)SC2=S)cc1 the results were DUSP3 inh -11.
Screening CC(=O)Oc1ccc2occ(C(=O)c3ccc(C)cc3)c2c1 returned DUSP3 inh -12.
For C/C(CC(O)c1ccc2ccccc2n1)=N\O (centres undefined) the results were DUSP3 inh -19.
`CCC(C)C(=O)N1c2cc(C)ccc2-c2c(ssc2=S)C1(C)C` (centres undefined) gave DUSP3 inh 0.
Screening Cc1csc(NC(=O)c2c(O)c3ccccc3[nH]c2=O)n1 returned DUSP3 inh -4.
`CC1=N/C(=C/c2ccc(OCc3ccc(Cl)cc3)cc2)C(=O)O1` gave DUSP3 inh 0.
COc1ccc(C(=O)SC2=NCCS2)cc1 was read as DUSP3 inh -13.
For Cc1cc(C)nc(NS(=O)(=O)c2ccc(NC(=O)CSc3nc(C)cc(C)n3)cc2)n1 the results were DUSP3 inh -9.

Remaining list, next part:
`Cc1ccc(C(=O)NCCNc2ccc(C(F)(F)F)cc2[N+](=O)[O-])cc1` gave DUSP3 inh -7.
For CCCS(=O)(=O)c1c(S(=O)(=O)CCC)c2cc(-c3ccncc3)ccn2c1C(=O)c1ccc(F)cc1 the results were DUSP3 inh -29.
CN=C(Nc1cc(Cl)ccc1Cl)SC1CC(=O)N(c2ccc(OC)cc2)C1=O (centres undefined) was read as DUSP3 inh 56.
For CN(C)c1ccc(/C=C2\C(=O)NC(=S)N(c3ccc(Cl)c(Cl)c3)C2=O)cc1 the results were DUSP3 inh 30.
`Cc1ccc(CNC(=O)c2cccc([N+](=O)[O-])c2)cc1` gave DUSP3 inh 10.
Screening CCC(C(=O)Nc1cc(Cl)ccc1Cl)c1ccccc1 (centres undefined) returned DUSP3 inh 20.
`O=S(=O)(N=Nc1c(O)[nH]c2ccc(Br)cc12)c1ccc(Cl)cc1` gave DUSP3 inh 3.
`COC(=O)c1ccc(NC(=O)CCN2C(=O)c3cccc4cccc(c34)C2=O)cc1` gave DUSP3 inh -23.
Screening O=C(Cc1ccccc1)Nc1c(F)c(F)c(F)c(F)c1F returned DUSP3 inh -4.
Screening CCOC(=O)c1cc(C2CC2)nc2ccccc12 returned DUSP3 inh -20.
`O=[N+]([O-])c1cc(Br)c(O)c(/C=N/Nc2nc3ccccc3[nH]2)c1` gave DUSP3 inh -95.
For CC(C)=C(NC(=O)c1ccccc1)C(=O)Nc1cccc(C)c1 the results were DUSP3 inh -1.
`O=c1/c(=C/c2ccc(-c3ccccc3[N+](=O)[O-])o2)sc2nc3cc(Br)cnc3n12` gave DUSP3 inh -31.
Cc1ccc(N(Cc2ccc(C(=O)N/N=C/c3ccc(OC4CSC4)cc3)cc2)S(C)(=O)=O)cc1C was read as DUSP3 inh 17.
Screening CCCC(=O)Nc1ccc(NC(=O)C(C)(c2ccccc2)c2ccccc2)cc1 returned DUSP3 inh -8.
CS(=O)(=O)NNC(=O)[C@H]1C[C@H]1c1ccccc1 was read as DUSP3 inh -5.
For Cc1cccn2c(NC(=O)c3ccc(Br)cc3)c(-c3ccccc3)nc12 the results were DUSP3 inh -19.
`c1ccc(CN2CCN(Cc3ccncc3)CC2)nc1` gave DUSP3 inh -18.
O=C(O)CCCC(=O)Nc1ccccc1 was read as DUSP3 inh -2.
Screening Cc1ccc(/C=N/NC(=O)c2ccc(Cl)cc2O)o1 returned DUSP3 inh -18.
For Cc1cc(NC(=O)c2ccc(C)c([N+](=O)[O-])c2)no1 the results were DUSP3 inh -22.
Screening CCC(C)NC(=O)CN(c1ccc(F)cc1)S(=O)(=O)c1ccccc1 (centres undefined) returned DUSP3 inh -15.
Screening Cc1ccc(OCC(=O)Nc2ccc(C)c(C)c2)cc1 returned DUSP3 inh 6.
Screening COC(=O)C1=C(C)NC2=C(C(=O)CC(c3ccccc3)C2)C1c1cccc(I)c1 (centres undefined) returned DUSP3 inh -2.
O=C1OC(c2ccc(Cl)cc2)=C/C1=C\c1ccc2c(c1)OCO2 was read as DUSP3 inh -5.
`Oc1ccccc1-c1cc(-c2ccccc2)nc(N2CCCC2)n1` gave DUSP3 inh -2.
For COc1ccccc1CN1CCN(Cc2ccccc2F)CC1 the results were DUSP3 inh 12.
C=CCC1(NCc2ccco2)CCN(CC)CC1 was read as DUSP3 inh -31.
CC(C)CNC(=O)CN(c1ccc(F)cc1)S(=O)(=O)c1ccccc1 was read as DUSP3 inh -19.
CC1(C)CC(NCc2cc(Br)cc(Br)c2O)CC(C)(C)N1 was read as DUSP3 inh -8.
For Cc1onc(-c2c(Cl)cccc2Cl)c1C(=O)Nc1ccc(N(C)C)cc1 the results were DUSP3 inh -7.
Screening COc1ccc(-c2nc(-c3ccc(F)cc3)no2)cc1OC returned DUSP3 inh -22.
`COc1ccccc1N1CCN(/N=C/c2ccc(Cl)c([N+](=O)[O-])c2)CC1` gave DUSP3 inh -14.
CC(=O)CCc1oc2ccc(C)cc2c1-c1ccc(Br)cc1 was read as DUSP3 inh -42.
`CN1C(=O)NC(=O)/C(=C/c2ccc(I)o2)C1=O` gave DUSP3 inh 2.
CC(=C\C(=O)O)/C(=C\CC(C)CCCC(C)C)C(=O)O (centres undefined) was read as DUSP3 inh 1.
For COc1ccc(/C=C2/C=C(c3ccc(C)cc3)OC2=O)cc1OC the results were DUSP3 inh -26.
For Oc1ccc2ccccc2c1CN(Cc1ccccc1)Cc1ccccc1 the results were DUSP3 inh -10.
O=C1CSC(=S)N1/N=C/c1ccc(Cl)cc1Cl was read as DUSP3 inh 39.
`CCOc1ccc(C(=O)COC(=O)c2ccccc2I)cc1` gave DUSP3 inh 1.
`O=S(=O)(c1ccc(F)cc1)n1cccc1` gave DUSP3 inh -9.
Screening S=C(NCC12CCC3CC(CC(C3)C1)C2)Nc1ccccc1 returned DUSP3 inh -26.
O=C(COc1ccc(Cl)cc1)Nc1nc(-c2ccc(Cl)cc2)cs1 was read as DUSP3 inh 2.
For O=C(Nc1ccc(Cl)cc1)c1ccc(OC2CSC2)cc1 the results were DUSP3 inh -14.
Screening O=C(COc1ccc(Cl)cc1)N1CCN(C(=O)c2ccc(F)cc2)CC1 returned DUSP3 inh -10.
For Cc1ccc(C(C)(C)C)c(OCC(=O)Nc2ccccc2F)c1 the results were DUSP3 inh -12.
Screening O=C(Nc1ccc(S(=O)(=O)NC(=O)C2CCCCC2)cc1)c1ccccc1Cl returned DUSP3 inh 5.
Screening O=C(O)CCCCCN1C(=O)C(O)=C(C(=O)/C=C/c2ccccc2)C1c1ccc([N+](=O)[O-])cc1 (centres undefined) returned DUSP3 inh -4.
For C(=Nc1ccc2c(c1)ncn2-c1ccccc1)c1c[nH]c2ccccc12 the results were DUSP3 inh -70.
For N/C(=N\OC(=O)c1ccc(I)cc1)c1ccc([N+](=O)[O-])cc1 the results were DUSP3 inh -6.
O=c1[nH]c(-c2cccc(O)c2)nc2sc3c(c12)CCCC3 was read as DUSP3 inh -3.
CCCCCOC(=O)Nc1ccc(S(=O)(=O)Nc2ccc([N+](=O)[O-])cc2)cc1 was read as DUSP3 inh -23.
Screening CCc1ccc2oc(-c3cccc(NC(=O)c4ccco4)c3)nc2c1 returned DUSP3 inh 1.
`COc1ccc(Cl)cc1NC(=O)CN(c1cccc([N+](=O)[O-])c1)S(=O)(=O)c1ccccc1` gave DUSP3 inh -7.
Screening COc1cc(C(=O)Nc2cccc(S(N)(=O)=O)c2)cc(OC)c1OC returned DUSP3 inh 1.
COc1ccc2c(C)cc(=S)[nH]c2c1 was read as DUSP3 inh -16&-4.
